SIRT5 block = sirtuin-5 (human) deacylase inhibition. Purified SirT5, succinyl-peptide AMC, trypsin-coupled fluorescence. inhibition, % at 15 µM. 330,000 tested, 1.1% active. AID 652115; in the data active = inhibition above about 15%; inconclusive = no clear call, values can overlap the other calls
Target sequence (Q9NXA8 whole entry, looked up): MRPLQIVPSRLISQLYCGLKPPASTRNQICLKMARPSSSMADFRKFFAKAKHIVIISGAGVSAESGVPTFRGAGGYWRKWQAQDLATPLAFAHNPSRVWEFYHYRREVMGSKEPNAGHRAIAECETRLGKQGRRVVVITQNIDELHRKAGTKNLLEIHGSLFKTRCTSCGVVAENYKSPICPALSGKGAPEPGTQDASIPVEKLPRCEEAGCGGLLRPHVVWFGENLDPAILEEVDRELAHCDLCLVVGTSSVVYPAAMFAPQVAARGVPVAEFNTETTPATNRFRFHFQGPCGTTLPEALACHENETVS
Casp6 inh = blocks human caspase-6 cleavage activity; purified caspase-6, Z-VEID-R110 cleavage fluorescence; inhibition, % at 12.5 µM; 350,000 tested, 0.53% active; AID 686996;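 active = mean inhibition across replicates at least about 35%, with every replicate also reaching that limit, limit read from the data; inconclusive = only one of the two criteria met; inactive = neither criterion met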;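 also: 0% = median of neutral control wells and 100% = no fluorescence left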
Target sequence (P55212 24-179 limits assumed): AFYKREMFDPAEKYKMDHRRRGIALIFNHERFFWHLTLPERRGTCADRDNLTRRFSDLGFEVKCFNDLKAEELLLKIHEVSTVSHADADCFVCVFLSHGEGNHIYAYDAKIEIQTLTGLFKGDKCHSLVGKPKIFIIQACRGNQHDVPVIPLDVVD
Target sequence (P55212 194-293 limits assumed): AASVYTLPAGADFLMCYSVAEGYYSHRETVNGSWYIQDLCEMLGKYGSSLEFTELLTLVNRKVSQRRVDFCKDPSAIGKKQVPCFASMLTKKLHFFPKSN
F508del corr = correctors of CFTR F508del function in bronchial epithelial cells | activity (quench increase), % at 7.58 µM | 350,000 tested, 0.36% active | CFBE cells, YFP halide quenching; stimulated with forskolin plus potentiator P3; % fluorescence drop versus neutral controls;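 active = mean added fluorescence quench of at least 8% versus neutral control, with both replicates also reaching 8%; inconclusive = only one of the mean or replicate conditions met; inactive = mean below 8% and not both replicates reaching 8%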;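 also: cells transiently co-express mutant CFTR-F508del with the halide-sensitive YFP; corrector assay measuring rescue of mutant channel to the surface after 24 h compound exposure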
ERp5 inh = blocks human ERp5 reductase activity on insulin; Q15084; ERp5 insulin aggregation, absorbance 650 nm, 90 min; inhibition, % at 9.99 µM; 350,000 tested, 0.05% active;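 active = mean replicate inhibition above about 25%, with every replicate also reaching it, limit read from the data, passing the limit was not always enough; inconclusive = only one of those two criteria met; inactive = neither criterion met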
Target sequence (Q15084 whole entry, looked up): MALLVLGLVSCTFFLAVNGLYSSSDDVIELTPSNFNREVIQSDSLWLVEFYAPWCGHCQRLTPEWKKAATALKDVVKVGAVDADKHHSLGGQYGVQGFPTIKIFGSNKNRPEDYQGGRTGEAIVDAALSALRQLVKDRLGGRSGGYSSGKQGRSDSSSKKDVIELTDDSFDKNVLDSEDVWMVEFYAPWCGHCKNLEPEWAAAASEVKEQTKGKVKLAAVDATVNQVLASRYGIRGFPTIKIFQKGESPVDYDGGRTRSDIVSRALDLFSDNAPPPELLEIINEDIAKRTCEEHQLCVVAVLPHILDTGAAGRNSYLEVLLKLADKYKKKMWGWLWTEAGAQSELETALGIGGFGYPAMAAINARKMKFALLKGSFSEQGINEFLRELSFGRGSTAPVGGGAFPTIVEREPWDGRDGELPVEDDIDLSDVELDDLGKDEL
ERAP1 HTS inh = blocks human ERAP1 aminopeptidase activity; Q9NZ08; recombinant ERAP1, Leu-AMC fluorescence, 60 min; inhibition, % at 10.7 µM; 340,000 tested, 0.15% active; AID 652197;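 active = mean replicate inhibition of at least 30%, or all replicates individually reaching that 30% level; inactive = mean below 30% and not every replicate reaching it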;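 also: 0% = neutral control wells and 100% = L-leucinethiol positive control wells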
miR-122 sensor = miR-122 inhibition in Huh7 cells; Huh7 miR-122 Renilla luciferase sensor, 48 h; neutral wells = 0, positive control = 100; 340,000 tested, 0.3% active; activation (reporter increase), % at 12.5 µM; AID 602342;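 active = mean replicate activation score at least 90 and every replicate individually at or above 90; inconclusive = only one of the two criteria met; inactive = neither criterion met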;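 also: higher luciferase means less miR-122 activity so hits act as miR-122 inhibitors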
DENV2 CPE rescue = DENV2-induced cell death inhibition. DENV2-infected cells, cytopathic effect rescue, plate reader. CPE inhibition, % at 9.99 µM. 350,000 tested, 1.7% active; in the data active = CPE inhibition above about 20%, passing the limit was not always enough; inconclusive = no clear call, values can overlap the other calls; tested in BHK-21 cells;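 also: 0% = median of neutral control wells and 100% = median of positive control wells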
Active calls of the source: *; ? = inconclusive; / = not tested or not shown; & = joins results of further samples; [ ] = remark or other dose. Outcome played no part in choosing rows; overall some 4% were active at least once.

SMILES	SIRT5 block	Casp6 inh	F508del corr	ERp5 inh	ERAP1 HTS inh	miR-122 sensor	DENV2 CPE rescue
Cc1cn([C@H]2C[C@H](O)[C@@H](CCC(=O)NCCCc3ccccc3)O2)c(=O)[nH]c1=O	-1	2	-0.6	1	-1	2	3
C[C@H](CO)N1C[C@H](C)[C@@H](CN(C)S(=O)(=O)c2cn(C)cn2)OCCCC[C@H](C)Oc2ccc(NC(=O)c3ccccc3)cc2C1=O	-6	1	1.9	5	0	3[16.7 µM]	-3
CCOC(=O)C(NC(=O)CC(C)C)(Nc1sc2c(c1C(N)=O)CCCC2)C(F)(F)F (configuration not stated)	-3	6	/	-1	3	/	-2
CCOc1ccc(OCC)c(S(=O)(=O)N2CCC(C)CC2)c1	-1	17	1.3	-3	5	18	4
O=C(Nc1ccc(F)cc1)N[C@@H]1CC[C@H](CCNC(=O)c2ccccc2F)O[C@H]1CO	-4	2	0.7	?	2	/	5
COc1ccccc1CNC(=O)C[C@H]1CC[C@H]2[C@@H](COc3ccc(NC(=O)c4ccno4)cc3C(=O)N2C)O1	6	1	2.6	2	-1	-27[16.7 µM]	-2
Cc1noc(C)c1S(=O)(=O)N(C)C[C@H]1Oc2ccc(NS(=O)(=O)c3cn(C)cn3)cc2C(=O)N([C@H](C)CO)C[C@H]1C	2	-2	-0.9	-4	-4	3[16.7 µM]	-3
C/C=C/c1ccc2c(c1)O[C@H](CN(C)C(=O)Cc1ccccn1)[C@@H](C)CN([C@@H](C)CO)S2(=O)=O	-2	1	-1.1	3	2	7[16.7 µM]	8
CC(Oc1cccc2ccccc12)C(=O)N/N=C/c1cccnc1 (configuration not stated)	-3	0	-3.2	2	0	/	-1
CCOC(=O)C1CCCN(C(=O)c2cc(S(=O)(=O)N3CCCCC3)ccc2Cl)C1 (configuration not stated)	1	3	1.8	-1	2	/	-4
COc1ccc(NC(=O)c2cccc(OS(=O)(=O)N(C)C)c2)cc1	-4	1	0.6	-3	6	-4	11
COc1ccc2nc(Cl)c(C#N)cc2c1	0	2	-1.0	-2	1	5	17
CCC(=O)N1CC[C@@H]2[C@@H](CO)Nc3ccc(-c4ccc(C(=O)N(C)C)cc4)cc3[C@@H]21	13	1	2.3	-1	2	-5[16.7 µM]	20
Cc1ccccc1-c1ccccc1[C@@H]1[C@@H](C#N)N(C(=O)c2cccc(F)c2)[C@H]1CO	-3	4	0.2	1	-3	/	-4
CCOC(=O)Cc1csc(N/N=C/c2cccc([N+](=O)[O-])c2)n1	-2	0	-0.7	1	0	/	29*

Results in SIRT5 block and DENV2 CPE rescue (seven entries from above):
Molecule | SIRT5 block | DENV2 CPE rescue
CCOC(=O)C(NC(=O)CC(C)C)(Nc1sc2c(c1C(N)=O)CCCC2)C(F)(F)F (configuration not stated) | -3 | -2
CCOc1ccc(OCC)c(S(=O)(=O)N2CCC(C)CC2)c1 | -1 | 4
O=C(Nc1ccc(F)cc1)N[C@@H]1CC[C@H](CCNC(=O)c2ccccc2F)O[C@H]1CO | -4 | 5
COc1ccccc1CNC(=O)C[C@H]1CC[C@H]2[C@@H](COc3ccc(NC(=O)c4ccno4)cc3C(=O)N2C)O1 | 6 | -2
Cc1noc(C)c1S(=O)(=O)N(C)C[C@H]1Oc2ccc(NS(=O)(=O)c3cn(C)cn3)cc2C(=O)N([C@H](C)CO)C[C@H]1C | 2 | -3
C/C=C/c1ccc2c(c1)O[C@H](CN(C)C(=O)Cc1ccccn1)[C@@H](C)CN([C@@H](C)CO)S2(=O)=O | -2 | 8
CC(Oc1cccc2ccccc12)C(=O)N/N=C/c1cccnc1 (configuration not stated) | -3 | -1

Next section:
SMILES	SIRT5 block	Casp6 inh	F508del corr	ERp5 inh	ERAP1 HTS inh	miR-122 sensor	DENV2 CPE rescue
C[C@@H]1CN([C@@H](C)CO)C(=O)c2cc(NC(=O)Nc3ccc(F)cc3)ccc2O[C@H]1CN(C)C(=O)Nc1cccc2ccccc12	2	0	-1.1	0	4	-3[16.7 µM]	-14
Cc1noc(C)c1S(=O)(=O)Nc1cccc2c1O[C@H](CN(C)Cc1ccc(-c3ccccc3)cc1)[C@H](C)CN([C@@H](C)CO)C2=O	2	1	-0.4	5	3	4[16.7 µM]	14
CN(C)CC(=O)N[C@@H]1CC[C@@H](CCNC(=O)Nc2ccc(C(F)(F)F)cc2)O[C@@H]1CO	17*	1	-1.5	-2	1	/	7
COc1cc(CO)ccc1OCc1nnnn1-c1ccc(C)cc1	0	/	2.9	2	2	/	14
O=C(Cc1ccccc1F)Nc1ccc(S(=O)(=O)N2CCCCC2)cc1	-1	6	0.9	1	2	6	17
CCc1cccc(NC(=O)c2ccc3c(=O)n4c(nc3c2)CCCCC4)c1	-2	-1	-0.9	0	-3	-29	13
COc1ccc(NC(=O)Nc2ccc3c(c2)C(=O)N([C@H](C)CO)C[C@H](C)[C@@H](CN(C)C(=O)Nc2ccc(F)cc2)OCCCC[C@@H](C)O3)cc1	4	-11	-1.1	1	0	14[16.7 µM]	0
CCN(CC)c1ccc(NC(=S)NCC2CCCO2)cc1 (configuration not stated)	8	2	0.0	4	-1	/	/
O=C(N/C(=C/c1cccs1)C(=O)N1CCOCC1)c1cccs1	2	-2	/	4	0	/	-1
C[C@H](CO)N1C[C@H](C)[C@H](CN(C)Cc2ccc(C(=O)O)cc2)OCCCC[C@H](C)Oc2ccc(NC(=O)CCCN(C)C)cc2C1=O	1	0	0.1	1	-5	8[16.7 µM]	30*
CC1=C(C(=O)Nc2ccccc2F)C(c2cccs2)C2=C(CCCC2=O)N1 (configuration not stated)	-1	3	-1.1	-6	1	/	2
COc1ccc(NC(=O)N(C)C[C@@H]2Oc3ncc(C#Cc4ccccc4)cc3C(=O)N([C@H](C)CO)C[C@@H]2C)cc1	3	0	-2.5	2	1	-11[16.7 µM]	?
Cc1c(C(C)(C)O)[nH]c2ccc(C#N)cc12	2	-4	-2.4	3	-2	-3	9
O=C(NC(=S)Nc1ccc(Br)cc1)C1CCC1	0	-1	2.1	6	-1	8	-1
COc1ccc(C(OC(=O)c2ccco2)C(=O)NC(C)(C)C)cc1 (configuration not stated)	-5	3	-1.7	3	0	-2	8
CCc1c(C)sc(NC(=O)c2cc(C(C)C)on2)c1C#N	-2	0	0.5	2	3	19	2
O=C(COC(=O)c1ccc(NC(=O)C2CC=CCC2C(=O)O)cc1)c1ccccc1 (configuration not stated)	-1	9	-2.5	-2	-15	-1	68*
Cn1cc(S(=O)(=O)NCc2ccco2)c(=O)n(C)c1=O	-3	3	4.2	2	0	0	10
CN(Cc1ccc(Cl)cc1Cl)C(=O)CNC(=O)c1ccco1	-1	1	-2.8	-5	0	-5	1
COc1ccc(CN(C)C[C@H]2OCc3cnnn3CCCC(=O)N([C@@H](C)CO)C[C@H]2C)cc1	-3	-4	-2.2	0	-2	0[16.7 µM]	7
C[C@H]1CCCCO[C@@H](CN(C)C(=O)c2ccncc2)[C@@H](C)CN([C@@H](C)CO)C(=O)c2cc(NS(=O)(=O)c3ccc(Cl)cc3)ccc2O1	2	-3	0.0	-2	-1	2[16.7 µM]	2
Fc1cccc(-c2ncc(-c3ccccc3)o2)c1	0	-2	-1.2	-14	-2	3	-5
O=C(O)CCN1C(=O)c2ccc(NC(=O)Cc3ccc(Cl)cc3)cc2C1=O	-12	2	0.3	4	-8	/	-1
CC(=O)Nc1cccc(NC(=O)Cc2nc(-c3ccccc3)sc2-c2ccc(C)cc2)c1	-2	1	/	-11	0	/	0
COc1ccccc1-n1cnc2c(c1=O)c1nc3ccccc3nc1n2CCc1ccccc1	-1	-1	-0.9	5	-1	/	-6
COc1cc2c(cc1NC(=O)C(Cl)Cl)-c1ccc(NC(=O)C(Cl)Cl)cc1C2	/	2	-1.8	8	2	/	?
COc1cc(C23CCCN(CCC(C(C)(C)C)C2)C32OCCO2)cc(OC)c1OC (configuration not stated)	-5	3	1.4	-5	0	/	5
O=C(Nc1ccc2c(c1)[C@@H]1C[C@@H](CC(=O)N3CCOCC3)O[C@@H](CO)[C@@H]1O2)NC1CCCC1	-2&-1	-1&2	0.9&0.0	4&-5	5&0	-6	6&-1
CCCNc1nc2c(c(=O)[nH]c(=O)n2C)n1Cc1ccc(F)cc1	-1	1	1.2	5	1	2	?
C/C=C/c1ccc(OCCOc2ccc(C=O)cc2OC)c(OC)c1	-2	1	/	-2	0	/	/
COc1ccc(-c2nonc2NC(=O)c2oc3ccc(F)cc3c2C)cc1OC	-3	3	-0.1	1	0	/	-4
CC(=O)OC[C@H]1O[C@H](C#Cc2ccc(C(C)(C)C)cc2)C=C[C@H]1OC(=O)Nc1ccccc1	/	-2	-0.6	-3	-4	/	3
COc1cc(/C=C/C(=O)OCN2C(=O)c3ccccc3C2=O)ccc1OC(F)F	-1	-2	0.2	2	1	/	/
COCC(=O)NC[C@H]1[C@@H](c2ccc(C3=CCCC3)cc2)[C@@H](CO)N1C(=O)C1CC1	/	/	1.9	-4	/	-75[16.7 µM]	/
CCCNC(=O)N1CC2(C1)CN(Cc1ccccc1)[C@H](CO)c1[nH]c3cc(OC)ccc3c12	/	/	1.0	-2	-1	/	?
O=C(N[C@@H]1C=C[C@H](CC(=O)N2CCc3ccccc3C2)O[C@H]1CO)C1CC1	-2	-2	-0.3	1	/	/	-6
CCCCn1c2nc3ccccc3nc2c2c(=N)oc(C)nc21	-1	-2	0.6	5	-2	2	/
S=C(NCCCN1CCOCC1)Nc1ccc(N2CCOCC2)cc1	3	0	-2.0	2	/	/	-9
COc1cccc(S(=O)(=O)Nc2ccc3c(c2)[C@@H]2C[C@H](CC(=O)NCCc4ccccc4)O[C@@H](CO)[C@@H]2O3)c1	1	0	-5.4	6	3	42[16.7 µM]	6
CO[C@@H]1CN(C)C(=O)c2ccc(NC(=O)NC(C)C)cc2OC[C@@H](C)N(C(=O)CC2CC2)C[C@@H]1C	2	-1	2.3	-1	3	/	-11
O=C(CNC(=O)c1ccc(-c2ccccc2)cc1)OCc1ccc(Br)cc1	-3	-1	/	3	0	/	8
O=C(C1=C(O)C(=O)N(CC2CCCO2)C1c1ccccc1[N+](=O)[O-])c1ccco1 (configuration not stated)	3	6	1.7	-11	-3	/	19
CN(C)CC(=O)N[C@H]1CC[C@@H](CCn2cc(C3CC3)nn2)O[C@@H]1CO	2	-3	-1.7	8	3	/	-10
NC(=O)Cn1cc(/C=N\NS(=O)(=O)c2cccc([N+](=O)[O-])c2)c2ccccc21	2	2	-2.7	-18	0	/	0
COc1cccc(S(=O)(=O)N2CCCCN3[C@H](CO)[C@@H](c4ccc(-c5ccccc5)cc4)[C@@H]3C2)c1	-2	1	-0.6	2	-1	9[16.7 µM]	-6

Single records, from the list above. Order of screens: SIRT5 block, Casp6 inh, F508del corr, ERp5 inh, ERAP1 HTS inh, miR-122 sensor, DENV2 CPE rescue
`CCCNC(=O)N1CC2(C1)CN(Cc1ccccc1)[C@H](CO)c1[nH]c3cc(OC)ccc3c12` is listed with /, /, 1.0, -2, -1, /, ?
`COCC(=O)NC[C@H]1[C@@H](c2ccc(C3=CCCC3)cc2)[C@@H](CO)N1C(=O)C1CC1` is listed with /, /, 1.9, -4, /, -75[16.7 µM], /
`S=C(NCCCN1CCOCC1)Nc1ccc(N2CCOCC2)cc1` is listed with 3, 0, -2.0, 2, /, /, -9

(cont.)
SMILES	SIRT5 block	Casp6 inh	F508del corr	ERp5 inh	ERAP1 HTS inh	miR-122 sensor	DENV2 CPE rescue
Cc1cccc(OCC(=O)NCc2ccncc2)c1C	-3	-2	1.3	1	4	10	1
Cc1cc(=O)[nH]c(SCC(=O)NCc2ccc3c(c2)OCO3)n1	-1	-1	2.0	1	-4	-4	2
CCC(=O)N1CC[C@@H]2[C@H](CO)Nc3ccc(C#Cc4ccccc4)cc3[C@@H]21	1	-2	-2.3	0	1	0[16.7 µM]	?
CC(C)OC(=O)/C(=C\c1ccccc1)NC(=O)c1ccccc1	3	-1	-1.3	-1	-2	-8	2
O=C(COC(=O)c1ncc(Cl)c(Cl)c1Cl)NCc1ccccc1	0	-3	-1.2	-8	4	/	-2
CC1CC(C)CN(C(=O)COC(=O)c2ccc3ncsc3c2)C1 (configuration not stated)	-2	-1	-4.6	6	3	-3	17
CCCc1c(C(=O)Nc2ccc(F)cc2)cnn1-c1ccccc1	1	1	-0.2	-1	-1	3	1

Screens (PubChem BioAssay)
